Source: PubChem
FUS yeast rescue: FUS proteinopathy suppression in yeast; AID 1347120; 390,000 compounds, 0.24% hits; Potency, µM (highest dose often 76.6 µM), without a hit: top-dose growth rescue (activation), hits mostly activators; S. cerevisiae FUS-expressing, growth rescue, OD600, 24 h;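 also: plate controls were DMSO vehicle for no effect and reference control for full effect; nearly all actives have a fitted effect of over 55% in size; some results filed as inactive show a strong effect at the top dose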
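Compound concentration series was pinned onto galactose-induced FUS-expressing yeast seeded at OD 0.005. Plates sat 24hr at 30C; absorbance at 600 nm gave growth. DMSO served as background control.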
EPAC2 ag: agonists of human EPAC2 (RAPGEF4); Q8WZA2; EPAC2 activation, biochemical qHTS; response scale: 100% = 6.5 mM cAMP response; Potency, µM (titrated, usually from 154 µM), without a hit: at the top dose activation, most hits filed as activators; 360,000 compounds, 0.079% hits; also: nearly all actives have a fitted effect of over 50% in size
Target sequence (Q8WZA2 whole entry, looked up): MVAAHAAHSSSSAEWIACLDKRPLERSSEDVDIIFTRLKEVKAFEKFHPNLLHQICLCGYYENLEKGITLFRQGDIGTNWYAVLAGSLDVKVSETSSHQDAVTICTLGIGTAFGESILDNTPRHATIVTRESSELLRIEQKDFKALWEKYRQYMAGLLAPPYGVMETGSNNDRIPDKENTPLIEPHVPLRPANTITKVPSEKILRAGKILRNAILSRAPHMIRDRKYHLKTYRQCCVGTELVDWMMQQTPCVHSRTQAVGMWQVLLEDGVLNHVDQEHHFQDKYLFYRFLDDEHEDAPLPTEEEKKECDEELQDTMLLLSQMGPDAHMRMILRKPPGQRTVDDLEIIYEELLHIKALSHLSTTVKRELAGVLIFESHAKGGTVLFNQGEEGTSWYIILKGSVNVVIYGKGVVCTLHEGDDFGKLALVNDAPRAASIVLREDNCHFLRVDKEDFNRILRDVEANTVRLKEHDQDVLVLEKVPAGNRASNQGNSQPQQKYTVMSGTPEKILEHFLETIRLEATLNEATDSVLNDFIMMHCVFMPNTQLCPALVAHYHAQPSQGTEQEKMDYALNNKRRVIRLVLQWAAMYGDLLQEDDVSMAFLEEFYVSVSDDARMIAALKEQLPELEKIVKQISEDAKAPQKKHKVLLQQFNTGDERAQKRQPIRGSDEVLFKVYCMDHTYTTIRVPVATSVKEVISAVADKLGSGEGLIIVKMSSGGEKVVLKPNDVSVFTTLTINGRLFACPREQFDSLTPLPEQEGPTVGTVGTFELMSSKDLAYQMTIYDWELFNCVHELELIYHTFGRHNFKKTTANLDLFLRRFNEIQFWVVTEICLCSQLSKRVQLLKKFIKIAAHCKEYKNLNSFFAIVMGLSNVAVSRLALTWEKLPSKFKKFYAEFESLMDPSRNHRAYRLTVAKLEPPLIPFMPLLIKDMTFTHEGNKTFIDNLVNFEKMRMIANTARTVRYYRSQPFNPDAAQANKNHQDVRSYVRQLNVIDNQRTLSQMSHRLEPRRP
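In this primary screen, activation is scored as increased exchange of BODIPY-GDP from Rap1B by 100 nM EPAC2, with 50 uM GDP as competitor. Signal is normalized to the 6.5 mM cAMP agonist control.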
aSyn yeast inh: alpha-synuclein toxicity inhibition in yeast; Yeast expressing alpha-synuclein, growth rescue, BacTiter-Glo, 24 h; Potency, µM (series often up to 46.1 µM), for inactives: at the highest dose growth rescue (activation), most hits filed as activators; 370,000 compounds, 0.14% hits; AID 652106; also: % of control where 0% means no effect; nearly all actives have a fitted effect of over 65% in size
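Rescue of yeast growth: cells expressing toxic alpha-synuclein, induced in galactose at OD600 0.02, incubated with compound 24 h at 30 C. ATP luminescence quantified growth; inhibitors of toxicity appear as activators.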
TDP-43 yeast inh: inhibitors of TDP-43 toxicity in yeast; TDP-43 expressing yeast growth rescue, BacTiter-Glo, 24 h; Potency, µM (series often up to 46.1 µM), inactives show at the top dose growth rescue (activation), most hits filed as activators; 410,000 compounds, 1.8% hits; AID 652104; also: % of control where 0% means no effect; nearly all actives have a fitted effect of over 50% in size
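Galactose-induced TDP-43 yeast, OD600=0.02, compound pinned; 24 hr, 30 deg C; BacTiter-Glo luminescence for growth. Inhibitors of TDP-43 toxicity read as activators.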
EPAC1 antag: antagonists of human EPAC1; Potency, µM (top dose mostly 115 µM), inactives show top-dose activity change, negative = inhibition, hits mostly inhibitors; AID 720709; EPAC1 GEF assay, Rap1b-BODIPY-GDP exchange fluorescence; 360,000 compounds, 0.14% hits; O95398;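 also: plate controls were vehicle for no effect and positive control for full effect; nearly all actives have a fitted effect of over 50% in size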
EPAC2 antag: antagonists of human EPAC2; Q8WZA2; EPAC2 GEF exchange of Rap1B-BODIPY-GDP, fluorescence; Potency, µM (top dose mostly 114 µM), for the others: top-dose activity, negative = inhibition, most hits filed as inhibitors; 360,000 compounds, 0.18% hits; AID 720708; also: % is scaled to controls: 0 for no effect and ±100 for the full control effect; nearly all actives have a fitted effect of over 45% in size; many of its hits are not listed in these tables
PTHR1 agonist: PTHR1 (human) receptor agonism; AID 743266; Q03431; Potency, µM (series often up to 115 µM), for inactives: at the highest dose activation, usual class: activators; 410,000 compounds, 0.075% hits; HEK293 GP2 PTHR1 cells, GloSensor cAMP luminescence, 1 h; also: nearly all actives have a fitted effect of over 55% in size; some results filed as inactive show a strong effect at the top dose; inactives centre near -15; many of its hits are not listed in these tables
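HEK-293-derived GP2 cells expressing PTHR1 and a GloSensor cAMP reporter, 3,000/well, plated overnight, given luciferin plus IBMX (each 0.5 mM as added) for 1 h at 37 °C, then compound for 1 h at 37 °C. Luminescence was read after 15 min at room temperature.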
EPAC1 agonist: EPAC1 (human) agonism | O95398 | EPAC1 agonist qHTS, biochemical assay; response scale: 100% = response to 6.5 mM cAMP | Potency, µM (doses to about 154 µM), for the others: at the top dose activation, hits mostly activators | 360,000 compounds, 0.073% hits | AID 720707; also: nearly all actives have a fitted effect of over 60% in size
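EPAC1 100 nM, Rap1B–BODIPY-GDP 250 nM, unlabeled GDP 50 uM; compound titration; 5 min RT; kinetic read ex480/em540 at 5-min intervals ×30 min; data normalized to 6.5 mM cAMP agonist control.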
The depositor's hits bear a star; i = inactive; ? = inconclusive; nt = not tested or not shown; [ ] = remark or other dose. Calls follow the shape of the dose curve; as a rule, active = well fitted curve in the direction sought with a large enough effect; inconclusive = small, poorly fitted or top-dose-only effect, or another doubt; inactive = no such curve, though single readings can be large; an effect the other way counts as inactive or inconclusive. Potency is read from the fitted curve at half-maximal effect.

Each structure is followed by: TDP-43 yeast inh	FUS yeast rescue	EPAC2 ag	aSyn yeast inh	EPAC1 antag	EPAC1 agonist	PTHR1 agonist	EPAC2 antag
COC(=O)c1ccc(NC2c3ncccc3C(=O)N2Cc2cccs2)cc1 (centres undefined)
 : -27%	5%	7%	-7%	-9%	4%	i	-3%
CCCNC(=O)CCCN1C(=O)c2ccccc2Sc2ncccc21
 : -4%	-22%	-1%	8%	11%	-8%	i	-1%
CCSc1nnc(NC(=O)C2CCN(S(=O)(=O)c3ccccc3C(F)(F)F)CC2)s1
 : -6%	14%	20%	2%	?	-1%	-28%	-3%
C=CC[N+]1(CC=C)CCOCC1
 : -10%	-38%	-3%	-2%	-13%	-7%	-24%	7%
CC(C)(C)NC(=O)NC(=O)COC(=O)Cc1c(Cl)cccc1Cl
 : ?	-2%	2%	15%	-26%	-7%	i	-17%
COC(=O)C1Cc2c([nH]c3ccccc23)CN1C(C)=O (centres undefined)
 : -15%	52%	12%	-2%	-1%	4%	i	-11%
CN(C)C(=O)c1cccc(-c2cccc(-c3nc(C(=O)NCc4ccccc4)cc4c3[C@H](CCO)N(S(=O)C(C)(C)C)C4)c2)c1 (some centres undefined)
 : 16%	52%	8%	-1%	-10%	-3%	i	8%
Cc1cccc(Cc2ccc(Cl)nn2)c1
 : -4%[9.22 µM]	-26%	6%	-8%	-1%	12%	-17%	1%
COc1cc2c(cc1OC)C(C)N(C(=O)c1sc(-c3cnccn3)nc1C)CC2 (centres undefined)
 : -25%	0%	0%	-8%	1%	-2%	-17%	1%
CC(C)(C)c1ccc(/C=C/C(=O)O)s1
 : ?	-14%	8%	11%	14%	0%	?	0%
COc1ccccc1/C=C/C(C)=O
 : 20%	17%	-2%	3%	-2%	5%	i	-1%
COCCN(C(=O)CCc1nnc(Cc2c[nH]c3ccccc23)o1)C(C)C
 : 15%	-2%	9%	6%	19%	11%	-19%	9%
Cc1cccc(-c2oc3ccc(-c4ccc5c(c4)OCO5)cc3c2C#Cc2cncn2C)c1
 : 8%	-13%	5%	11%	-4%	2%	5%	-8%
CCOc1ccc(/C=C/C(O)=C2/C(=O)NC3(C)CC2c2ccccc2O3)cc1OC (centres undefined)
 : 16%	9%	2%	1%	-7%	1%	-34%[inhibitor]	1%
COc1cc2c(cc1C=O)OC(C)C2 (centres undefined)
 : 1%	-36%	3%	-1%	3%	8%	i	-10%
CCCC(=O)Nc1nnc(S(=O)(=O)N2CCCC2)s1
 : 16%	13%	3%	0%	-16%	-11%	-29%	2%
Cc1noc(C)c1COc1ccc(C(=O)N2CCC(C)CC2)cc1
 : 11%	nt	10%	-4%	-7%	-3%	i	-8%
CCOC(=O)Nc1ccc(S(=O)(=O)Nc2onc(C)c2C)cc1
 : -13%	8%	13%	-7%	15%	6%	i	2%
CC(=O)c1cccc(NC(=O)CCNC(=O)c2cccc(C)c2)c1
 : -15%	12%	12%	-5%	-8%	-1%	-2%	-3%
COc1cc2[nH]c(C(=O)N3CCN(c4ccccc4F)CC3)cc2c(OC)c1OC
 : 35µM*	23%	5%	13%	-7%	4%	i	-1%
Cc1cccc(C)c1N1C(=O)C2ON(c3ccccc3)C(c3ccncc3)C2C1=O (centres undefined)
 : ?	32%	2%	?	10%	-1%	i	14%[57.1 µM]
CC(C)CN1C(=O)CN(S(C)(=O)=O)CC1(C)C(=O)NC(C)C (centres undefined)
 : 11%	1%	-2%	3%	2%	-5%	-6%	-12%
CC(=O)N/C(=C/c1ccc2c(c1)OCO2)C(=O)NC(Cc1ccccc1)C(=O)O (centres undefined)
 : -8%	11%	6%	1%	-18%	-2%	-11%	-25%
CCOC(=O)c1sc(NC(=O)c2cc3c(s2)CCC(C)C3)nc1C (centres undefined)
 : 1%	7%	2%	9%	-6%	7%	i	4%
CCCCC1=CC2=C(c3ccco3)C(=O)C(C)(OC(=O)c3ccc(OC)cc3)C(=O)C2=CN1C1CC1 (centres undefined)
 : -1%	?	5%	-3%	20%	10%	-21%	-3%
CC(C)(C)c1cc(NC(=O)COC(=O)c2nccnc2N)n(-c2ccccc2)n1
 : 26%	nt	-6%	3%	-10%	1%	-14%	5%
Cc1ccc(C(=O)c2cn(-c3ccc(F)c(Cl)c3)nn2)cc1
 : 11%	15%	-6%	1%	-9%	7%	i	0%
Cc1ccc(N2CC(C(=O)Nc3nnc(SCCC4OCCO4)s3)CC2=O)cc1 (centres undefined)
 : 11%	19%	0%	2%	0%	-10%	-22%	2%
O=C(CN1C(=O)C2CCCCC2C1=O)Nc1ccccc1C(=O)O (centres undefined)
 : -12%	8%	-3%	1%	17%	-4%	i	0%
COC(=O)c1ccc(C(=O)OC)c(NC(=O)CN2CCCCC2)c1
 : -9%[0.397 µM]	-10%	-1%	-2%	-16%	-6%	i	-10%
C#CCSc1[nH]c(=O)cc(C)c1C#N
 : -16%[9.22 µM]	12%	10%	-5%	-2%	8%	6%	-6%
COc1ccc2c(c1)c(=O)oc1cc(OCC(=O)NC3CC3)ccc12
 : 8%	-18%	9%	-1%	-2%	11%	-21%[57.5 µM]	6%
CCOC(=O)N/N=C\c1cccc(OC)c1OC/C=C/c1ccccc1
 : -16%	20%	5%	-17%	-11%	8%	-11%	-16%
C/C(CC(=O)Nc1cccc(C(F)(F)F)c1)=N/NC(=O)C(=O)NCCO
 : 19%	18%	7%	26%	-17%	-13%	-15%	-1%
O=S(=O)(c1ccc(F)cc1)n1ccc(-c2cnc(-c3ccccc3)s2)n1
 : 22%	37%	5%	-1%	-15%	10%	i	-16%
CC(C)NC(=O)CCNS(=O)(=O)c1ccc(Br)cc1
 : -7%	2%	-2%	-12%	11%	5%	-8%	18%
O=C(O)CC(NC(=O)C12CC3CC(CC(C3)C1)C2)c1ccc(OC2CCCC2)cc1 (centres undefined)
 : 8%	?	12%	2%	-9%	8%	-7%	0%
Cc1noc(C)c1NC(=O)Nc1cccc2c1O[C@H](CN(C)C(=O)Nc1ccccc1)[C@@H](C)CN([C@H](C)CO)C2=O
 : 27%	-10%	1%	4%	20%	-19%	-24%	9%
COc1ccc(NC(=O)Cc2ccccc2F)cc1S(=O)(=O)N1CCCCC1
 : -1%	7%	-1%	-9%	-7%	0%	-10%	0%
O=C(Nc1ccc(S(=O)(=O)Nc2ncccn2)cc1)c1ccc(S(=O)(=O)N2CCCC2)cc1
 : 0%[9.22 µM]	29%	-1%	-3%	24%	-7%	i	4%
CCOc1ccc(N=C/C=C/c2ccccc2)c(O)c1
 : ?	-6%	-2%	-2%	10%	8%	-26%	-13%
Cc1ccc(S(=O)(=O)Nc2ccccc2C(=O)N2CCN(C)CC2)cc1
 : 16%	-7%	-2%	5%	20%	7%	i	1%
CCOC(=O)Cc1csc(NC(=O)CSc2nnc(C(C)C)n2CC)n1
 : 2%	10%	-4%	2%	8%	0%	-2%[57.5 µM]	4%
CCN(C1CCCCC1)S(=O)(=O)c1ccc(-n2cnnn2)c(C)c1
 : 9%	10%	3%	2%	-28%	-16%	i	-9%
CCN(CC)S(=O)(=O)c1cnccc1N1CCN(c2cccc(Cl)c2)CC1
 : ?	17%	-5%	2%	-29%	5%	-40%[inhibitor]	-16%
Nc1c2nc(-c3ccccc3Cl)[nH]c(=O)c2nc(=O)n1-c1ccccc1
 : -1%	7%	14%	-3%	-14%	8%	i	4%
COC(=O)/C(=N/Nc1ccccc1)N1CCCc2ccccc21
 : 0%	nt	21%	0%	-12%	9%	i	-11%
CCC(=Cc1ccccc1OC)c1ccncc1
 : -15%	17%	6%	-9%	-8%	7%	i	?
Cc1nc(-c2ccc(F)cc2)c(CC(=O)N2CCN(S(=O)(=O)c3cccc([N+](=O)[O-])c3)CC2)s1
 : -29%	48%	13%	2%	13%	9%	-48%[inhibitor]	-1%
CCN1C(=O)[C@H]2[C@@H](c3ccc(C(F)(F)F)cc3)N[C@]3(CCCN(Cc4ccc(C(F)(F)F)cc4)C3=O)[C@H]2C1=O
 : 0%	4%	15%	11%	-22%	-22%	-52%[inhibitor]	-7%
CC(C)Nc1ccc(C(CC(N)=O)NC(=O)c2ccccc2)cc1[N+](=O)[O-] (centres undefined)
 : 4%	-10%	-11%	-11%	-6%	1%	-12%	8%
CCCC1CC(CSC(=N)N)OC1=O (centres undefined)
 : 0%	-14%	5%	2%	-2%	7%	i	-3%
O=C(O)C(Cc1ccccc1)n1cccc1 (centres undefined)
 : 11%	-11%	1%	3%	-2%	-2%	i	1%
COc1cc2[nH]c(=S)n(C3CC3)c(=O)c2cc1OC
 : 19%	17%	-9%	17%	3%	5%	i	0%
C[C@H]1COC(=O)[C@@H](Cc2ccc(F)cc2)CC/C=C\C[C@H](CC(=O)NCCO)C(=O)N1
 : -22%	17%	0%	-3%	13%	-16%	12%	12%
CC(=O)N1c2ccc(S(=O)(=O)N(C)CC(=O)N3CCCC3)cc2CC1C (centres undefined)
 : 8%	-7%	-1%	11%	-6%	-2%	i	1%
Cc1cccc(C)c1NC(=O)CN
 : 3%	-26%	10%	4%	16%	1%	i	3%
Cc1ccc(/C=C/C(=O)N2CCc3ccccc32)o1
 : 27%	nt	-2%	1%	-24%	0%	-85%[inhibitor]	-14%
Cc1ccccc1C(=O)N1CCN(c2ccc(NC(=S)NC(=O)c3cccs3)cc2)CC1
 : 6%	?	7%	-3%	?	3%	-2%	5%
COc1ccc(NC(=S)N(CCN(C)C)Cc2cccs2)cc1
 : -5%	12%	-4%	-3%	-6%	12%	i	4%

Reformatted: 2 of the compounds above.
C=CC[N+]1(CC=C)CCOCC1
- TDP-43 yeast inh = -10%
- FUS yeast rescue = -38%
- EPAC2 ag = -3%
- aSyn yeast inh = -2%
- EPAC1 antag = -13%
- EPAC1 agonist = -7%
- PTHR1 agonist = -24%
- EPAC2 antag = 7%

COC(=O)/C(=N/Nc1ccccc1)N1CCCc2ccccc21
- TDP-43 yeast inh = 0%
- FUS yeast rescue = nt
- EPAC2 ag = 21%
- aSyn yeast inh = 0%
- EPAC1 antag = -12%
- EPAC1 agonist = 9%
- PTHR1 agonist = i
- EPAC2 antag = -11%

Only part of the results is shown; the hit share may differ from the screen's.
